# KDM5B inhibitor: KDM5B demethylase inhibition | Q9UGL1 | KDM5B demethylase, FDH-coupled NADH fluorescence (FDH is formaldehyde dehydrogenase) | Potency, µM (series often up to 57.7 µM), inactives show top-dose activity change, negative = inhibition, hits mostly inhibitors | 220,000 compounds, 2.6% hits | AID 1347165; active means well fitted inhibition curve with a large enough effect; inconclusive means small, poorly fitted or top-dose-only effect; inactive means no such curve, though single readings can be large or run the other way; further: 0% is about no effect; nearly all actives have a fitted effect of over 70% in size
# Target sequence (Q9UGL1 whole entry, looked up): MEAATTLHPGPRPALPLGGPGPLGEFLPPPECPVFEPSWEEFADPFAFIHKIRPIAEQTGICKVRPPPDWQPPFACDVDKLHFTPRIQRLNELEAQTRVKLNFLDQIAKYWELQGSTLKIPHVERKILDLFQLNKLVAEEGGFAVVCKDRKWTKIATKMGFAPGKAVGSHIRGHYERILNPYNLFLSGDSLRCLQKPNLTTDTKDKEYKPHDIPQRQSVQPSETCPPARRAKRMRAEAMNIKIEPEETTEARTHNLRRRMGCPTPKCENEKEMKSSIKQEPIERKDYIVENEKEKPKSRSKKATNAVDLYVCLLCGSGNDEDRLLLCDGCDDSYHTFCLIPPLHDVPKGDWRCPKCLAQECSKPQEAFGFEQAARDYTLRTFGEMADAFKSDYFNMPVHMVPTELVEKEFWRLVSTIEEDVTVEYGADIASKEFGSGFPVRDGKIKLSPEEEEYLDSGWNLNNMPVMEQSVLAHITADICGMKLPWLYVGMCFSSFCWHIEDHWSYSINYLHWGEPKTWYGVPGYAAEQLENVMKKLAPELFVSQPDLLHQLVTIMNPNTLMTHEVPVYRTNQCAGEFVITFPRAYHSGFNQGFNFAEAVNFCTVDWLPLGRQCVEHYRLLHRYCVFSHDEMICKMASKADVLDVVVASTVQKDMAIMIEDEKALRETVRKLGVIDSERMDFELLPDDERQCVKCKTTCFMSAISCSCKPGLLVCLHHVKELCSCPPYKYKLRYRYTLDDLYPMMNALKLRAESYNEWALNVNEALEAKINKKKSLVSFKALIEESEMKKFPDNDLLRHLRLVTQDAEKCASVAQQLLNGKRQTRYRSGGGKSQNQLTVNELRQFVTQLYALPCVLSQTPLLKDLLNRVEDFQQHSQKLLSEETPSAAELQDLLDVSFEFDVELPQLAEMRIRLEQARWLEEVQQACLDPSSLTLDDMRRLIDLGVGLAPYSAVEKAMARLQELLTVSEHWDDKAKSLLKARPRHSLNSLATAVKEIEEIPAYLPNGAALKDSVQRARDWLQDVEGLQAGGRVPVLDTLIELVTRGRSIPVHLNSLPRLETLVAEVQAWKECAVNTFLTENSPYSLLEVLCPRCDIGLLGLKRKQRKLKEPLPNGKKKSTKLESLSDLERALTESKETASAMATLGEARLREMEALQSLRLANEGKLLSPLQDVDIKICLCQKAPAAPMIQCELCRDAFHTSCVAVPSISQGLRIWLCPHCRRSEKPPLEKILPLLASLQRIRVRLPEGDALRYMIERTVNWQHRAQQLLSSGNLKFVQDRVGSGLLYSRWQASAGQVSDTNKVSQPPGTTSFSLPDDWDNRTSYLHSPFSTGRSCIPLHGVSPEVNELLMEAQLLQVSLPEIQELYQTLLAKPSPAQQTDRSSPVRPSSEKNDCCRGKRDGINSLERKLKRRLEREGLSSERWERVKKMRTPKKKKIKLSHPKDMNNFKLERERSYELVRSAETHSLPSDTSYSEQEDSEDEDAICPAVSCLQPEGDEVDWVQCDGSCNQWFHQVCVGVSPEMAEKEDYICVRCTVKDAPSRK
#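 Measured: NADH fluorescence change, 30 min, RT. System: KDM5BΔAP 200 nM final, H3K4me3 peptide, α-KG, Fe(II), ascorbate, NAD⁺ plus FDH, pH 7.5 HEPES. Compounds: titrated, 10 min pre-incubation with enzyme.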
# * = called active by the depositor; ? = inconclusive; [ ] = another dose, or the depositor's remark. Potency means the concentration at half of the fitted maximal effect.
KDM5B inhibitor	molecule
?	Cc1ccccc1CC(=O)N1CCC(Oc2ncccc2C(=O)N2CCCCC2)C1 (stereo not drawn)
-4.4%	O=C(Cn1nc2c(cc1=O)CCCCC2)Nc1cc(F)c(F)c(F)c1
4.5%	Cc1cccc(CSc2nnc(COc3ccc(Cl)c(C)c3)n2C)c1
-0.2%	CCN(C)c1ccnc(N2CC[C@@H]3C[C@H](N4CCOCC4)CC[C@@]3(COC)C2)n1
-11.1%	CCCCn1nc(C(=O)NCCC(=O)O)c2ccccc2c1=O
?	COc1ccc(-c2nnc(SCC(=O)c3ccc(NC(C)=O)cc3)o2)cc1OC
12.3%	CC1=[N+]([O-])C(C)(C)C(c2ccc(Cl)cc2)=[N+]1[O-]
2.5%	CCc1ccc2c(Cn3cc(S(=O)(=O)N(C)C)ccc3=O)cc(=O)oc2c1
6.1%	Cc1ccc(Cc2ccccc2C(=O)N2CCOC(C(F)(F)F)C2)cc1 (stereo not drawn)
15.0%	Cc1nc(SCc2coc(-c3cccc(F)c3)n2)n[nH]1
-19.6%	CCCc1ccc(C2C3=C(CC(C)(C)CC3=O)NC3=C2C(=O)c2ccccc23)cc1 (stereo not drawn)
1.2%	CC(C)(C)CC(=O)N1CCN2C(=O)c3cc(-c4cccc(C(F)(F)F)c4)ccc3NC(=O)[C@H]2C1
?	Cc1ccc(NC(=O)c2ccc(Cn3ccn4nc5c(c4c3=O)CCCC5)cc2)cc1
7.6%	COC1C(=O)N(C2CCN(C(=O)Cc3cccc(F)c3)CC2)C12CCOCC2 (stereo not drawn)
-12.9%	COc1ccc(C(=O)Oc2ccc(C#N)cc2)cc1OC
-13.7%	O=C(Nc1nnc(S(=O)(=O)N2CCCc3ccccc32)s1)c1ccccc1
?	Cc1nn(-c2ccccc2)nc1C(=O)Nc1nnc(C(F)(F)F)s1
?	N#Cc1c(N)n[nH]c1CCCNC(=O)c1cc2ccccc2cc1O
-9.1%	Cc1c(C(=O)N2CCCCCC2)c(S(=O)(=O)N2CCCc3ccccc32)c(C)n1C
-5.6%	Cc1c(C=O)c(C)n(-c2ccccc2)c1C
-9.7%	O=C(CN1CCSc2ccccc21)N1CCN(c2cccc(Cl)c2)CC1
-12.1%[86.2 µM]	COC[C@H]1C[C@@H](NS(=O)(=O)c2cccc(C(F)(F)F)c2)[C@H](O)[C@@H]1O
-6.8%	O/N=C/c1ccc(Cl)cc1Cl
-0.5%	Cc1cc(C)n(CCC(=O)N=Nc2c(O)[nH]c3ccccc23)n1
-11.0%	O=C(NNc1ccc(-c2csnn2)cc1)c1cc(Cl)cc(Cl)c1
?	Cc1ccc(NC(=O)Cn2c(=O)c(CNc3ccccc3)cc3cc4c(cc32)OCCO4)cc1
-7.5%	COc1ccc(OCc2nc(C)c(CCO)c(=O)n2CC(=O)Nc2ccccc2Cl)cc1
-22.1%	Cc1cc(C)c(NC(=O)CN2C(=O)CCSc3ccc(S(=O)(=O)N4CCCC4)cc32)c(C)c1
-24.8%	COc1ccc(-n2nnnc2C2CCN(S(=O)(=O)c3cccc(C(F)(F)F)c3)CC2)cc1
9.6%	Cc1nc2ccc(NC(=O)CC3CC4CCC3C4)cc2s1 (stereo not drawn)

# Random excerpt: 2 entries already listed.
KDM5B inhibitor	molecule
-0.5%	Cc1cc(C)n(CCC(=O)N=Nc2c(O)[nH]c3ccccc23)n1
-24.8%	COc1ccc(-n2nnnc2C2CCN(S(=O)(=O)c3cccc(C(F)(F)F)c3)CC2)cc1

# The listing continues.
KDM5B inhibitor	molecule
-27.1%	COCCNc1oc(-c2ccc(OC)cc2)nc1S(=O)(=O)c1ccc2c(c1)OCCO2
?	COc1nn(C)c2nc(C)c(CCC(=O)NC3CCCC3)c(C)c12
30.3%[activator]	Cc1cccc(C)c1Nc1ncnc2sccc12
-25.0%	COc1ccc(NC(=O)N2C[C@@H]3C[C@H](C2)c2c(NS(=O)(=O)c4ccccc4)ccc(=O)n2C3)cc1
14.8%	CSc1ncccc1C(=O)NCC(=O)Nc1ccc(F)c(F)c1
15.6%	COCCn1c(C)cc(C(=O)Cn2cnc3c2c(=O)n(C)c(=O)n3C)c1C
-25.1%	O=C(Cn1cc(S(=O)(=O)Cc2ccccc2Cl)c2ccccc21)NCCc1ccccc1
?	CS(=O)(=O)c1ccc(CN2CCC(C(O)c3ccccn3)CC2)cc1 (stereo not drawn)
14.3%	CN1CCN(C(=O)c2cc(=O)c3cc(Cl)cc(Cl)c3o2)CC1
9.4%	Cc1ccc(OCC(=O)Nc2cc(-c3nc4ccccc4o3)ccc2C)cc1
-22.5%	COCCCNC(=O)c1ccc2c(c1)nc1n2CCCCC1
31.6µM*	COc1cc(NC(=O)c2cc3c(N4CCSCC4)nc(C)cn3n2)cc(OC)c1
23.6%	Cc1cc(C)c(O)c(-c2n[nH]c3c2C(c2cccc(O)c2)N(Cc2cccnc2)C3=O)c1 (stereo not drawn)
?	CCc1ccccc1NC(=O)Nc1cn(CC(C)C)c(=O)c2ccccc12
?	CCn1ccnc1CN(CC1CCN(CCc2ccccc2C)CC1)C1CCCC1

# Copied from the list:
# `Cc1cccc(C)c1Nc1ncnc2sccc12` | KDM5B inhibitor = 30.3%[activator]
# `COCCNc1oc(-c2ccc(OC)cc2)nc1S(=O)(=O)c1ccc2c(c1)OCCO2` | KDM5B inhibitor = -27.1%

# Carrying on:
KDM5B inhibitor	molecule
-1.4%	COC(=O)C1=C(C)N=C2SC=C(CC(=O)NCC3CC3)N2C1c1cccc([N+](=O)[O-])c1 (stereo not drawn)
1.4%	COc1ccc(C(=O)N2CCN(C(=O)c3ccccc3)[C@H](C(=O)N[C@H]3CCCNC3=O)C2)cc1
29.3%	Cn1nc(C(=O)NCc2cnn(-c3ccccc3)c2)c2ccccc2c1=O
12.6%	CCOc1ccccc1N(C)C(=O)NCc1noc2ccccc12
?	O=C(Nc1cccc(C(=O)N2CCN(c3cccc(Cl)c3)CC2)c1)c1nsc2ccccc12
-25.4%	Cc1cc(C)cc(NC(=O)c2cc(S(=O)(=O)NCCC3=CCCCC3)ccc2F)c1
-28.0%	Cc1ccc(C)c(OC(=O)CSc2nnc(-c3ccc4c(c3)OCO4)o2)c1
-6.6%	OC[C@@H](O)CNc1nccc(C2(c3ccccc3Cl)CCNCC2)n1
11.4%	COc1ccc(OC)c(Nc2nc(N)nc(CCl)n2)c1
25.4%	CCOC(=O)/C(C#N)=C/c1c(N2CCN(C)CC2)nc2ccccn2c1=O
-18.0%	O=C(CCc1ccccc1)NCCc1csc(-c2cccc(F)c2)n1
4.8%	O=C(NC(c1ccccc1)c1ccccc1)C1CC1c1ccccc1 (stereo not drawn)
17.0%	C/C(=N\NC(=O)Cn1nc(C)c([N+](=O)[O-])c1C)c1ccco1
-14.9%	O=C1CCCc2cc(S(=O)(=O)N3CCCC(C(=O)NCc4ccccc4)C3)ccc2N1 (stereo not drawn)
-12.4%	O=C(CC1CCCCN(Cc2ccccc2)C1=O)NCc1cccnc1 (stereo not drawn)

# In a second layout: five of the compounds above.
SMILES	KDM5B inhibitor
CCOC(=O)/C(C#N)=C/c1c(N2CCN(C)CC2)nc2ccccn2c1=O	25.4%
Cn1nc(C(=O)NCc2cnn(-c3ccccc3)c2)c2ccccc2c1=O	29.3%
CCOc1ccccc1N(C)C(=O)NCc1noc2ccccc12	12.6%
O=C(NC(c1ccccc1)c1ccccc1)C1CC1c1ccccc1 (stereo not drawn)	4.8%
COC(=O)C1=C(C)N=C2SC=C(CC(=O)NCC3CC3)N2C1c1cccc([N+](=O)[O-])c1 (stereo not drawn)	-1.4%

# Later entries:
KDM5B inhibitor	molecule
?	Cc1ccccc1CNC(=O)CN1C(=O)C2CCCCN2c2ccc(C(=O)N3CCCC3)cc21 (stereo not drawn)
-23.3%	CCc1cccc(NC(=O)CSc2ncc3c(n2)-c2cc(Cl)ccc2N(C)S3(=O)=O)c1
-4.8%	Cc1ccc2c(C)c(CCC(=O)Nc3ccccc3Br)c(=O)oc2c1
12.0%	C=CCOc1ccc2c(=O)c(Oc3cc(C)cc(C)c3)coc2c1
?	COc1cccc(C(=O)/C(=C/c2ccco2)c2nc3ccccc3o2)c1
16.0%	CCc1ccc(NC(=O)N2CCc3cc(S(=O)(=O)N4CCC(C)CC4)ccc32)cc1
18.9%	O=C(NCCC1=CCCCC1)c1c(OCC2CC2)cc(=O)n2c1CCCCC2
-4.9%[86.2 µM]	O=C1[C@H]2CN(S(=O)(=O)c3ccc(F)cc3)CCN2C(=O)N1CCO
?	COCC(=O)N[C@H]1C[C@H]2C(=O)NC[C@@H](CCC(=O)N3CCc4ccccc43)N2C1
-33.7%[86.2 µM]	COc1cccc(C(O)c2nc(C(=O)NCc3ccco3)c(C)o2)c1 (stereo not drawn)
?	N#Cc1ccc(-c2csc(-c3ccsc3)n2)cc1
-22.8%	CCc1ccccc1-n1c(N)c(C(=O)OC)sc1=S
35.5µM*	CCn1nccc1C(=O)NCCn1ccn2nc(-c3ccc(C)c(C)c3)cc2c1=O
33.2%[activator]	CN1C(=O)C2(CCCN(C(=O)c3ccc(=O)[nH]c3)C2)c2ccccc21 (stereo not drawn)
?	O=S(=O)(c1ccc(Cl)cc1)c1nc(-c2ccco2)oc1SCc1ccccc1F

# Structural class, the compounds so far with two or more sulfur atoms
KDM5B inhibitor	molecule
-13.7%	O=C(Nc1nnc(S(=O)(=O)N2CCCc3ccccc32)s1)c1ccccc1
-22.1%	Cc1cc(C)c(NC(=O)CN2C(=O)CCSc3ccc(S(=O)(=O)N4CCCC4)cc32)c(C)c1
-23.3%	CCc1cccc(NC(=O)CSc2ncc3c(n2)-c2cc(Cl)ccc2N(C)S3(=O)=O)c1
?	N#Cc1ccc(-c2csc(-c3ccsc3)n2)cc1
-22.8%	CCc1ccccc1-n1c(N)c(C(=O)OC)sc1=S
?	O=S(=O)(c1ccc(Cl)cc1)c1nc(-c2ccco2)oc1SCc1ccccc1F

# Continued.
KDM5B inhibitor	molecule
-14.0%	COc1ccc(NC(=O)Cn2c(=O)n(CC(=O)NCCc3ccccc3)c(=O)c3ccccc32)cc1
?	COc1ccc(-c2noc([C@@H]3Cc4nc[nH]c4CN3Cc3ccc(CO)o3)n2)cc1
-11.2%	COc1ccc(-c2nc3ccccc3o2)cc1NC(=O)Cc1ccc(Cl)cc1
5.8%	FC(F)(F)c1ccc(N2C3CCC2CN(Cc2cccc(Cl)c2)C3)cc1
89.1µM*	Cn1nc(C2CCCNC2)c2c(C(=O)NC3CC3)cc(C3CC3)nc21 (stereo not drawn)
-40.5%	O=C(CSc1nc2c(sc3ccccc32)c(=O)n1CCCC(=O)NC1CCCC1)Nc1ccc(F)cc1
-3.7%	Cc1nc2nc(SCC(=O)c3ccc(Cl)cc3)[nH]c2cc1Br
-20.0%	CCc1nc(NC(=O)C[C@H]2NC(=O)c3ccccc3NC2=O)n[nH]1
-7.7%	CC(C)c1ccc(CN2CCc3nc(N4CCN(C)CC4)[nH]c(=O)c3CC2)cc1
-20.3%	CS(=O)(=O)N1CCC(CC(=O)NC2CCCCC2)C1 (stereo not drawn)
-27.6%	CCC(C)c1ccc(-c2nc3ccccc3c(C(=O)O)c2C)cc1 (stereo not drawn)
-6.4%	O=C(Nc1ccccc1)C1CCCN(S(=O)(=O)Cc2ccccc2Cl)C1 (stereo not drawn)
-7.5%	Cc1ccc(N(CC(=O)NCc2ccc(Cl)cc2)S(=O)(=O)N(C)C)cc1
5.5%	Cc1cc(N2CCCC2)nc(N2CCN(C(=O)Nc3ccccc3)CC2)n1
-4.4%	CC(C)Oc1ccc(CN2CCC(CO)(CN3CCCC3)CC2)cc1Cl
-20.1%	CN1C(=O)C(c2ccccc2)CC12CCN(C(=O)c1ccc(C#N)cc1)CC2 (stereo not drawn)
8.1%	O=C(CN1C(=O)S/C(=C\c2ccc(F)cc2)C1=O)Nc1ccc2oc(=O)ccc2c1
?	O=C(COc1cccc(Cl)c1)NC1CCCN(c2ncccn2)C1 (stereo not drawn)
?	Cc1cnc(CN2CC3(CCCN(c4ccc(C#N)cn4)C3)CCC2=O)cn1 (stereo not drawn)
8.4%	CS(=O)(=O)c1ccc(Cl)c(NC(=O)CCNC(=O)c2ccco2)c1
?	Cc1ccc(OCC(=O)Nc2ccc(S(=O)(=O)N(Cc3ccccc3)c3ccccc3)cc2)cc1
0.4%	O=S(=O)(Cc1ccc(Cl)cc1)N1CCN(c2ncccn2)CC1
21.5%	O=C(Cc1ccc2c(c1)CCCC2)NC1CCCCCC1
?	O=C(Nc1ccc2nc3n(c(=O)c2c1)CCCC3)c1ccccc1F
-10.6%	O=C(Cn1c(=O)c2c(n1Cc1ccccc1)CN(Cc1ccccc1)CC2)N1CCC(c2ccccc2)CC1
?	CN1CC(=O)N(C2CCNC2)Cc2c1ncnc2N1CC[C@H](N(C)C)C1 (stereo partly drawn)
-2.1%	O=C(CSc1nnc2ccccn12)c1ccc(F)c(F)c1
-13.1%	Cc1cnc(CCNC(=O)c2ccnn2C)n1CC1CC1
20.2%	CCc1ncc(CN2CCCC(C(=O)Nc3ccccc3-c3ccc(OC)cc3)C2)cn1 (stereo not drawn)
-21.5%	O=C(NCc1cccnc1)c1cc(CN2CCC(Cc3ccccc3)CC2)on1
12.6%	CC1(C)CC(=O)C2=C(C1)OC(N)=C(C#N)C2c1cccc(F)c1 (stereo not drawn)
-17.4%	COc1ccccc1C(=O)N1CCC(N2Cc3cnc(C)n3C2=O)CC1
5.7%	CCCN(CCC)CCCNC(=O)C1CCC(CNS(=O)(=O)c2ccc(NC(C)=O)cc2)CC1 (stereo not drawn)
-44.9%	Cc1oc2c(c(C)cc3oc(=O)c(CC(=O)NCCc4ccccc4F)c(C)c32)c1C
5.9%	O=C(O)c1cncc(SCc2ccccc2)n1
-25.0%	CCOc1ccc(S(=O)(=O)c2cc3cccc(OCC)c3oc2=O)cc1
5.1%	CCCN1C(=O)C(O)(c2c(C)[nH]c3ccccc23)c2ccccc21 (stereo not drawn)
17.3%	O=C(Nc1ccc(F)cc1)C1CCCN1c1ncnc2ccccc12 (stereo not drawn)
10.5%	CCC(C)(C)C1CCc2c(sc(NC(=O)C(C)C)c2C#N)C1 (stereo not drawn)

# Assay outcomes (PubChem BioAssay)

# An excerpt (hit frequency here may not be typical).
